M. tuberculosis GlmU = inhibition of mycobacterial GlmU enzyme – biochemical, glucosamine-1-phosphate acetyltransferase (AID 1376). M. tuberculosis GlmU acetyltransferase enzyme assay; higher % means a stronger effect. 0.25% of 220,000 active. one-dose inhibition, %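 (tested at 30 µM in the primary screen)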; IC50 in µM for titrated hits; in the data active means inhibition above about 13%; inconclusive means no clear call, values can overlap the other calls;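 further: 0% = complete reaction with vehicle and 100% = reaction without substrate; strong numbers were not always called active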
RmlCD inh 1536 = blocks M. tuberculosis RmlC and RmlD coupled enzymes; P9WH09+P9WH11; RmlC+RmlD coupled enzyme assay, percent inhibition; primary screen in compound mixtures; inhibition, % at 3.6 µM; 0.03% of 160,000 active; in the data active means inhibition mostly above about 34%, no sharp cut-off; inconclusive means no clear call, values can overlap the other calls; inactive means mostly below about 22%; further: some results filed as inactive read as strong as hits
Target sequence (P9WH09 whole entry, looked up): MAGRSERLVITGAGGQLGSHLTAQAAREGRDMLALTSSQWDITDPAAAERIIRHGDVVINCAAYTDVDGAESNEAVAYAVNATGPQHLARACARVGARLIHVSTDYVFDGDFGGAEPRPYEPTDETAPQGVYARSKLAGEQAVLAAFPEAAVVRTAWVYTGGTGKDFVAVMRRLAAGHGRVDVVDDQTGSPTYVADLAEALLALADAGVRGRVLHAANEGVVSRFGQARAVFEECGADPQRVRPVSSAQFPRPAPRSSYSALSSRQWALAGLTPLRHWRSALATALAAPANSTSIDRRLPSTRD
Target sequence (P9WH11 whole entry, looked up): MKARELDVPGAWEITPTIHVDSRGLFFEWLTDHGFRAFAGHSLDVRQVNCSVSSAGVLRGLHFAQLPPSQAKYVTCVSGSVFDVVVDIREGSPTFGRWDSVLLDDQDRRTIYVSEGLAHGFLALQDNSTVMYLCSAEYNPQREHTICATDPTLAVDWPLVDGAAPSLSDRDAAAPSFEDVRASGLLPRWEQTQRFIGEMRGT
Numbers without * were called inactive; ? = inconclusive; . = no result given.

SMILES	M. tuberculosis GlmU	RmlCD inh 1536
COc1ccc(Cn2c(C)ccc2C)cc1	-3.0%	-7.6
Cc1ccc(OCC(=O)Nc2ccc(F)cc2)cc1C	4.7%	.
Cc1ccccc1C(=O)Nc1cccc(NC(=O)c2ccc(-c3ccc(Br)cc3)o2)c1	.	-0.7
N#CCCN/N=C(/Cc1nc2ccccc2[nH]1)c1ccc(Cl)cc1	2.9%	-3.6
CCOC(=O)C1(CCOc2ccccc2)CCN(C(=O)c2cncs2)CC1	-1.5%	.
Cc1ccnc(N=Cc2c(O)ccc3oc4c(c23)CCCC4)c1	-2.2%	2.5
CCN1CCN(CCCNC(=O)c2cc3c(=O)[nH]c4ccccc4c3s2)CC1	0.2%	3.6
O=C(CN1CCN(Cc2ccc(F)cc2Cl)C1=O)NCCc1ccc(Cl)cc1	-2.0%	.
COc1ccccc1-c1cc(C(=O)Nc2ccccc2SC)no1	0.6%	66.3
O=C(CSc1nncs1)Nc1ccc2c(c1)OCO2	-4.3%	-3.2
C=CCn1c(O)c(C2=c3ccccc3=NC2=O)s/c1=N/c1nccs1	.	-12.2
CCc1ccc(OCCNC(=O)c2ccccc2SCc2ccccc2)cc1	.	4.4
O=C(NC1CCCCC1)N1CCSC1=Nc1ccccc1	2.8%	-4.3
CC(c1ccc(Cl)cc1)n1c(-c2ccc3ccccc3n2)n[nH]c1=S (stereo not drawn)	-2.5%	-2.3
CC(CCc1ccco1)NC(=O)CSc1cc(=O)n(C)c2ccccc12 (stereo not drawn)	3.1%	-6.5
COc1ccc(NC(=O)Cn2nnc(-c3ccccc3NC(=O)C3CC3)n2)cc1	0.7%	4.5
CCc1nc2oc3ccccc3c(=O)c2c(=O)n1-c1ccccc1	-4.2%	-2.2
O=C(c1cccc2ccccc12)C1CCCN(C2CCC2)C1 (stereo not drawn)	-1.4%	11.9
CNC(=O)[C@@]1(Cc2ccccc2)C=C[C@@H](C)N1C(C)=O	-4.0%	.
CC1CCc2c(sc3ncn(CC(=O)N4CCCCC4)c(=O)c23)C1 (stereo not drawn)	-1.7%	-15.8
O=C(COc1ccccc1Cl)NCCC1=CCCCC1	-0.1%	-8.8
Cc1c(CCOC(=O)C23CC4CC(CC(C)(C4)C2)C3)sc[n+]1CC(=O)c1ccccc1	-8.5%	3.1
Brc1ccc2c(c1)C(c1ccc(N3CCOCC3)cc1)=NNC(c1cccs1)=N2	-6.7%	19.1
O=C(CN1C(=O)C2CCCN2C(=O)c2ccccc21)Nc1ccccc1-n1cccc1 (stereo not drawn)	-2.3%	.
Cc1cccc(CC(=O)Nc2cc(=O)n(C)c(=O)n2C)c1	-3.9%	7.0
CC(C)(C)NC(=O)C12CCC(C)(c3nc4ccccc4nc31)C2(C)C (stereo not drawn)	1.2%	8.4
CCNc1oc(COc2cccc(C)c2)nc1C#N	-1.8%	.
CC(C)(C)c1ccc(C(=O)Nc2cccc3c(=O)[nH][nH]c(=O)c23)cc1	2.9%	-3.6
COc1ccc(C(C#N)N2N=C(C)CC2(C)C)cc1 (stereo not drawn)	0.1%	1.0
COc1ccc(C2CC(C(F)(F)F)n3nc(C(=O)NCCN4CCOCC4)cc3N2)cc1 (stereo not drawn)	4.0%	40.2
COc1cc(-c2[nH]ncc2CN2CCCC2c2nonc2C)cc(OC)c1OC (stereo not drawn)	-1.1%	7.1
CCCOc1ccc(/C=N/NC(=O)C(C)Sc2ccccn2)cc1OCC (stereo not drawn)	3.4%	-2.4
Cc1cc(C)c(C#N)c(SCC(=O)Nc2ccccc2C(N)=O)n1	2.4%	14.4
S=C1NC[C@H](Cc2cccc3ccccc23)N1CC1CCCCC1	-4.2%	.
O=C(NCc1cccs1)C1CCCN(S(=O)(=O)c2cnc[nH]2)C1 (stereo not drawn)	-1.7%	7.3
COc1ccc(/C=N/NC(=O)C2C3CCCCC32C)cc1OC (stereo not drawn)	0.3%	1.7
C(=N/N1CCN(c2ccccc2)CC1)/c1ccncc1	-0.5%	-12.2
O=C1C(C2=NC(C(=O)O)C3C(=O)N(c4ccc(Cl)cc4)C(=O)C23)=C(O)c2ccccc21 (stereo not drawn)	0.0%	17.1
Nc1ccc(N=Nc2ccccc2)c2ccccc12	-0.7%	7.2
Cc1ccc(S(=O)(=O)N/N=C2/CC(c3ccccc3)Oc3ccccc32)cc1[N+](=O)[O-] (stereo not drawn)	-0.3%	.

Reprinted at random: two compounds from above, in no set order.
SMILES	M. tuberculosis GlmU	RmlCD inh 1536
CC(C)(C)NC(=O)C12CCC(C)(c3nc4ccccc4nc31)C2(C)C (stereo not drawn)	1.2%	8.4
CCCOc1ccc(/C=N/NC(=O)C(C)Sc2ccccn2)cc1OCC (stereo not drawn)	3.4%	-2.4

Part of the list above, with two lines to a compound:
Screens in order – M. tuberculosis GlmU	RmlCD inh 1536
CCNc1oc(COc2cccc(C)c2)nc1C#N
→ -1.8%	.
CC(C)(C)c1ccc(C(=O)Nc2cccc3c(=O)[nH][nH]c(=O)c23)cc1
→ 2.9%	-3.6

Carrying on:
SMILES	M. tuberculosis GlmU	RmlCD inh 1536
CC1CN(Cc2nc3c(c(=O)[nH]c(=O)n3C)n2CCCc2ccccc2)CC(C)O1 (stereo not drawn)	8.4%	.
O=C(NC1CCCCC1)N1CCN(C(=O)c2ccco2)CC1	-0.2%	9.9
CCN(CC)C(=O)c1cc2c(=O)c3cc(Cl)ccc3oc2nc1C	6.9%	37.5
COc1ccc(Br)cc1/C=N/NC(=O)Cn1nnnc1N	-3.3%	-0.1
Cc1ccc(C)c(Nc2ncccc2C(=O)NCc2cccs2)c1	1.9%	7.4
CCn1c(NC(=O)c2cccs2)c(-c2cccs2)c(=O)c2ccccc21	3.2%	.
Cc1ccc(S(=O)(=O)NCC(=O)N(CC(=O)NC(C)(C)C)Cc2cccs2)cc1	3.9%	11.1
Cc1ccc(N(C)C(=O)Oc2ccc(C(=O)c3ccc(Cl)cc3)cc2)cc1	1.8%	-9.0
COc1ccc(NC(=O)C2CCN(S(=O)(=O)c3ccc(OC)c(OC)c3)CC2)c(OC)c1	-4.0%	.
CCc1ccccc1N1C(=O)C2CC(C)=C(C)CC2C1=O (stereo not drawn)	6.8%	2.0
CN(C)S(=O)(=O)c1ccc(Cl)c(NC(=O)COC(=O)C2CSC3(C)CCC(=O)N23)c1 (stereo not drawn)	1.0%	-12.3
COc1ccccc1CSc1nc2ccccc2[nH]1	0.1%	1.1
COC(=O)c1sc(NC(=O)COc2ccccc2)nc1C	.	7.9
C=C1CCN([C@@H](CC(C)C)C(=O)NN2CCOCC2)S(=O)(=O)c2ccccc21	0.0%	.
CCCOc1ccc(OCCSc2nnc(N)s2)cc1	4.5%	.
CCOC(=O)C1=C(CSc2nc(-c3ccccc3)ccc2C#N)OC(N)=C(C#N)C1c1ccccc1 (stereo not drawn)	2.4%	.
O=C(Nc1ccc2ccccc2n1)Nc1cccs1	1.9%	-13.6
CC(C)(C)CN1C(N)=NC[C@@H]1Cc1ccccc1	-3.6%	.
CCOc1ccc(-c2cc(C(=O)NCCCN3CCN(CC)CC3)c3ccccc3n2)cc1	-3.9%	-4.1
CCOC(=O)c1ccc(-n2c(CN3CCN(CC)CC3)nc3ccc([N+](=O)[O-])cc3c2=O)cc1	-1.7%	-13.8
CC(O)[C@H]1CNC(=O)C(=O)N1CC(C)(C)C (stereo partly drawn)	-4.8%	.
C[C@H](Nc1ccc(C(F)(F)F)cc1[N+](=O)[O-])C(=O)O	-0.9%	2.0
CC1CC(NNC(=O)c2ccccc2)=Nc2ccccc2N1C (stereo not drawn)	3.8%	-3.4
CC(Oc1ccc(C(=O)NC2CCCCC2)cc1)C(=O)O (stereo not drawn)	0.8%	.
Cc1ccc(CN2CCN(CC(=O)NC(C)CCc3ccccc3)C2=O)cc1 (stereo not drawn)	-6.8%	.
Cc1ccc(S(=O)(=O)Cn2nnnc2C(CC(C)C)N2CCN(C)CC2)cc1 (stereo not drawn)	-1.0%	.
CS(=O)(=O)N1CCCC(c2nc(-c3ccc(S(=O)(=O)NCc4ccccc4)cc3)no2)C1 (stereo not drawn)	4.5%	0.6
O=C(/C=C/c1ccc([N+](=O)[O-])cc1)NCc1cccs1	-4.2%	4.4
Cc1ccc(Cn2c(Sc3ncccn3)nc3c2c(=O)[nH]c(=O)n3C)cc1	-0.4%	1.7
Cc1cccc(-n2c(O)c(C=NC34CN5CN(CN(C5)C3)C4)c(=O)[nH]c2=O)c1	9.6%	2.4
CC(=O)Nc1ccc(C(=O)N2CCCC2)cc1	-6.8%	.
Cc1cccc2cc(CN(Cc3cccs3)S(=O)(=O)c3ccc4c(c3)OCCO4)c(=O)[nH]c12	2.2%	-5.6
CC(NC(c1ccccc1)c1ccccc1)C(=O)N1CCCc2ccccc21 (stereo not drawn)	-1.3%	5.3
Cc1cc(C)n2nc(SC(C)C(=O)Nc3ccc(Cl)cn3)nc2n1 (stereo not drawn)	8.8%	5.6
C=CCN1C(=O)C(CC(=O)Nc2ccc(OC)cc2)N(Cc2ccco2)C1=S (stereo not drawn)	-0.1%	11.5
CC(C)(C)c1ccc(C(O)CCCN2CCC(C(O)(c3ccccc3)c3ccccc3)CC2)cc1 (stereo not drawn)	-10.1%	.
CCn1cc(C(=O)OCC(=O)Nc2c(C)n(C)n(-c3ccccc3)c2=O)c(=O)c2ccc(C)nc21	7.3%	.
CCC1CCCCN1CCCNC(=O)CCCNC(=O)Cn1cnc2sc3c(c2c1=O)CCCC3 (stereo not drawn)	0.2%	0.2
CCCC(C)n1[nH]c(=O)c2c1NC(=O)CSC2c1ccc(OC)cc1 (stereo not drawn)	-0.7%	.
COC(=O)c1cnc(SCc2ccc(Cl)cc2)n1C	-4.5%	-3.2
O=S(=O)(NCc1ccco1)c1cccc2cccnc12	0.3%	7.6
Cc1ccc(C(=O)Nc2nnc(-c3ccco3)o2)cc1C	-2.8%	11.1
CCC(C(=O)NN1C(=O)c2ccccc2C1=O)c1ccccc1 (stereo not drawn)	0.0%	3.2
CCCc1cc(=O)[nH]c(SCC(=O)C(C)(C)C)n1	-0.9%	-4.3
Cc1[nH]n(-c2ccccc2)c(=O)c1C=NCC1CCCO1 (stereo not drawn)	-2.1%	0.7
Cc1ccc(-c2nc(CS(=O)(=O)CC(=O)N3CCCCCC3)c(C)o2)cc1	2.3%	-12.2
COc1ccc(N=C2C(=O)N3c4c(cccc42)C(C)=CC3(C)C)cc1	0.1%	4.4
COC(=O)c1c(C)oc2ccc(NS(=O)(=O)c3cc(OC)ccc3OC)cc12	4.4%	2.1
COc1ccc2cc(C(=O)C3CCCN(Cc4cnc(N5CCOCC5)s4)C3)ccc2c1 (stereo not drawn)	-4.1%	-8.9
C[n+]1ccc(/C=C/c2ccc(Br)cc2)cc1	.	?
COc1ccc(OCC(=O)NC2CC(C)(C)NC(C)(C)C2)cc1	3.9%	.
CC(NC(=O)COC(=O)CSCc1ccccc1)c1ccccc1 (stereo not drawn)	-0.4%	-12.3
O=C(Cc1ccccc1)NCCSCc1ccco1	-1.5%	49.3
CC1CCN(CCOc2cccc(Br)c2)CC1	0.3%	-9.5
COc1ccc(NC(=O)c2cc(C)on2)cc1	6.5%	-3.6
CN(NC(=O)c1ccc(Cl)cc1)c1ncc(C(F)(F)F)cc1Cl	-7.8%	-7.7
COCCNC(=O)c1ccccc1-c1nc(-c2ccccc2OC)no1	2.6%	.
Cc1conc1NC(c1cccs1)c1ccc2cccnc2c1O (stereo not drawn)	1.7%	.
O=C(COC(=O)c1ccc(Br)cc1)Nc1ccccc1Br	-5.1%	-5.2
c1ccc(Oc2nc(N3CCOCC3)nc(N3CCOCC3)n2)cc1	3.6%	6.5

Compound profiles, as listed above.
`Cc1ccc(C(=O)Nc2nnc(-c3ccco3)o2)cc1C` reads M. tuberculosis GlmU = -2.8%; RmlCD inh 1536 = 11.1
`Cc1conc1NC(c1cccs1)c1ccc2cccnc2c1O` (stereo not drawn) reads M. tuberculosis GlmU = 1.7%; RmlCD inh 1536 = .
`S=C1NC[C@H](Cc2cccc3ccccc23)N1CC1CCCCC1` reads M. tuberculosis GlmU = -4.2%; RmlCD inh 1536 = .

Other structures follow.
SMILES	M. tuberculosis GlmU	RmlCD inh 1536
Nc1nc(SCC(=O)NCC2CCCO2)[nH]c(=O)c1NC(=O)c1ccco1 (stereo not drawn)	-0.2%	.
CCNC(=S)Nc1cc(C)ccn1	0.8%	-1.9
O=[N+]([O-])c1ccc(Nc2ccccn2)c([N+](=O)[O-])c1	1.4%	-13.7
COc1ccc(C(=O)OCC(=O)NCC2CCCO2)cc1 (stereo not drawn)	-3.8%	-6.1
CN1CCN(NC(=O)c2ccccc2F)CC1	-4.1%	13.4
N#Cc1cc(-c2ccccc2)nnc1Oc1ccccc1Cl	1.2%	-4.5
CC(=O)c1cccc(NC(=O)c2csc(-n3nc(C)cc3C(F)(F)F)n2)c1	-0.4%	8.8
CN1CCN(c2ccc([N+](=O)[O-])cc2C(=O)N2CCOCC2)CC1	.	-4.3
O=C(O)CNC(=S)N(Cc1ccccc1F)C1CCCCC1	1.6%	9.2
Cc1ccc(NC(=O)COC(=O)c2cc(-c3cccs3)nn2-c2ccccc2)cc1[N+](=O)[O-]	1.0%	.
Cc1ccccc1CN(c1ccc(C(=O)Nc2ccccc2C(=O)N2CCCC2)cc1)S(C)(=O)=O	0.3%	-1.4

An excerpt of these results, in CSV form.
SMILES,M. tuberculosis GlmU,RmlCD inh 1536
Cc1ccc(CN2CCN(CC(=O)NC(C)CCc3ccccc3)C2=O)cc1 (stereo not drawn),-6.8%,.
CN1CCN(NC(=O)c2ccccc2F)CC1,-4.1%,13.4

Source: PubChem

This is a subset; the hit share may differ from the screen's.
